Abeta yeast res = compounds reversing amyloid beta toxicity in yeast | yeast expressing A-beta42, growth rescue, OD600, 48 h; response scale: 0% DMSO, 100% iron-clioquinol control | Potency, µM (top dose mostly 46.1 µM), for inactives: at the highest dose growth rescue, usual class: activators | 410,000 compounds, 0.063% hits; further: potency means the concentration at half of the fitted maximal effect; nearly all actives have a fitted effect of over 55% in size
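Yeast growth medium received pinned compounds, then yeast cells expressing toxic A-beta were added; plates incubated at 30 C for 48 hr. Growth read as absorbance at 600 nm, normalized to DMSO and equimolar FeCl3 plus clioquinol controls.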
aSyn rescue = alpha-synuclein toxicity inhibition in yeast; Potency, µM (top dose mostly 46.1 µM), inactives show at the highest dose growth rescue (activation), usual class: activators; AID 652106; Yeast expressing alpha-synuclein, growth rescue, BacTiter-Glo, 24 h; 370,000 compounds, 0.14% hits; further: potency means the concentration at half of the fitted maximal effect; % of control where 0% means no effect; nearly all actives have a fitted effect of over 65% in size
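Readout is rescue of growth in alpha-synuclein-expressing yeast, so inhibitors of toxicity appear as activators. Growth after 24 hr at 30 deg C in galactose medium is quantified by luminescence.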
FUS suppressor = FUS proteinopathy suppression in yeast; 390,000 compounds, 0.24% hits; Potency, µM (doses to about 76.6 µM), without a hit: at the top dose growth rescue (activation), hits mostly activators; S. cerevisiae FUS-expressing, growth rescue, OD600, 24 h;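 further: potency means the concentration at half of the fitted maximal effect; plate controls were DMSO vehicle for no effect and reference control for full effect; nearly all actives have a fitted effect of over 55% in size; some results filed as inactive show a strong effect at the top dose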
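Restored growth of FUS-toxic S. cerevisiae, read as 600 nm absorbance after 24 h at 30C in galactose medium (starting OD 0.005). Controls CP55940 and DMSO.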
PLK1 PBD block = blocks phosphopeptide binding to human PLK1 polo-box domain; P53350; Plk1 PBD binding of FITC phosphopeptide, fluorescence polarization; Potency, µM, without a hit: max response, negative = inhibition, actives largely listed as inhibitors; 360,000 compounds, 2.8% hits; AID 720504; further: potency means the concentration at half of the fitted maximal effect; series mostly up to about 57 µM; on the % scale 0 is the no-effect control and ±100 the full control effect; nearly all actives have a fitted effect of over 65% in size
EPAC1 agonist = activates human EPAC1 exchange factor | 360,000 compounds, 0.073% hits | AID 720707 | EPAC1 agonist qHTS, biochemical assay; response scale: 100% = response to 6.5 mM cAMP | Potency, µM (series often up to 154 µM), for inactives: at the top dose activation, most hits filed as activators | O95398; further: potency means the concentration at half of the fitted maximal effect; nearly all actives have a fitted effect of over 60% in size
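Nucleotide exchange by EPAC1 (100 nM) on Rap1B–BODIPY-GDP (250 nM) in the presence of 50 uM GDP is tracked fluorescently at 480/540 nm over 30 min. Signals are normalized to a 6.5 mM cAMP control.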
IL2 activator = IL-2 activation; 360,000 compounds, 0.065% hits; activation, % (series mostly up to about 46 µM); IL-2 activation reporter assay, cell-based qHTS; stimulated with anti-CD3/CD4/CD28 beads; in transgenic mouse T cells; in the data active means activation above about 50%; inconclusive means mostly about 30% to 49%; further: 0% is about no effect
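Unstimulated transgenic mouse T cells; 60-min compound exposure; bead-based TCR/CD4/CD28 stimulation; 18 h culture, 37 degrees C; dual fluorescence (EGFP, DsRed) plate cytometry.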
PI5P4K alpha inh = blocks human PI5P4K alpha kinase activity. 330,000 compounds, 1.2% hits. max response, %. PI5P4Kalpha enzyme, ADP-Glo luminescence, 60 min; stronger effect = lower value; active means max response of -50% or lower; inconclusive means between -30% and -50%; inactive means -30% or higher; further: value at the top dose of about 77 µM; on the % scale 0 is the no-effect control and ±100 the full control effect
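Luminescence from ADP-Glo served as readout of PI5P4Kalpha activity in a qHTS format. Reaction: enzyme, substrate, compound, ATP at 5 microM final, 60 min at RT.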
WRN inhibitor = blocks human WRN helicase; Potency, µM (top dose mostly 114 µM), inactives show at the highest dose activity change, negative = inhibition, usual class: inhibitors; AID 651768; WRN helicase unwinding, fluorescent forked duplex, kinetic; 360,000 compounds, 0.46% hits; further: potency means the concentration at half of the fitted maximal effect; on the % scale 0 is the no-effect control and ±100 the full control effect; nearly all actives have a fitted effect of over 55% in size
Target sequence (Q14191 whole entry, looked up): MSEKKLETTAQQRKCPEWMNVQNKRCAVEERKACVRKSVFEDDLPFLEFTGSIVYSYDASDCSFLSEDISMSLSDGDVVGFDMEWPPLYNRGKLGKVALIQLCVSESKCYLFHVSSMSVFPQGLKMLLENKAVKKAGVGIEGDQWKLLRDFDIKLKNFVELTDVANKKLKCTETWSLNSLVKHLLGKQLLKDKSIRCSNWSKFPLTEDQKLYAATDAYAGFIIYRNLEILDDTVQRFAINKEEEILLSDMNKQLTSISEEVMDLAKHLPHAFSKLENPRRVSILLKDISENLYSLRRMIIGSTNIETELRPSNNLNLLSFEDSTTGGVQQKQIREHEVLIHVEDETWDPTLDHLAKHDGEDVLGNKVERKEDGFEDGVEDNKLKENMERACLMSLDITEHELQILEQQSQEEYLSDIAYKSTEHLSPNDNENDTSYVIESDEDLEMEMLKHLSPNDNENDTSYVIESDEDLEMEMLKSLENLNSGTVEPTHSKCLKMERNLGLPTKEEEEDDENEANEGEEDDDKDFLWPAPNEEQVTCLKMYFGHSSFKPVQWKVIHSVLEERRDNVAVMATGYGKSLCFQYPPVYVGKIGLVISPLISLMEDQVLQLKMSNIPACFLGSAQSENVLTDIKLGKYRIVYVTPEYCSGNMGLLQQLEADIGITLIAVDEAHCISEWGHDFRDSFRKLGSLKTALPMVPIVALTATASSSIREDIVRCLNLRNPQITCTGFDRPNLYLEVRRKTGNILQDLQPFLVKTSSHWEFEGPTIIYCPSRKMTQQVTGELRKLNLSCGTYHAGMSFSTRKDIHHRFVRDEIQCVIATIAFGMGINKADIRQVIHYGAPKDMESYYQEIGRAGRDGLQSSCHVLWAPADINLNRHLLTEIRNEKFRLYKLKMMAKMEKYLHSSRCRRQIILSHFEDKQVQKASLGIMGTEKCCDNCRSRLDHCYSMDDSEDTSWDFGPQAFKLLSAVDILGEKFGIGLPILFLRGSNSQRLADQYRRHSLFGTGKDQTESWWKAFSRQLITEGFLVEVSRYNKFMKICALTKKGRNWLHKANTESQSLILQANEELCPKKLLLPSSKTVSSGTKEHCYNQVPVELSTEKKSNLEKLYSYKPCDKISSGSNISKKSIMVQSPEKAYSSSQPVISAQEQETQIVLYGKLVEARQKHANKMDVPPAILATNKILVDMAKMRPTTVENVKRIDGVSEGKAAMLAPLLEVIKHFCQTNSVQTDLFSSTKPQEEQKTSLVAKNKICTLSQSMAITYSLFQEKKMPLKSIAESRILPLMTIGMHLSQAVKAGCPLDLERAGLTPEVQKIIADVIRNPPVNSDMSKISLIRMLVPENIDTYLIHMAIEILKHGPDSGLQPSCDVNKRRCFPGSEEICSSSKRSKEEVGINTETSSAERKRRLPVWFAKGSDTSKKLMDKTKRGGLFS
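Screening of the MLSMR collection measured strand separation of a quenched forked DNA duplex (100 nM) by 20 nM WRN with 2 mM ATP, all final. Compounds were preincubated with enzyme 15 min at room temperature.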
EPAC1 antag = antagonists of human EPAC1; O95398; EPAC1 GEF assay, Rap1b-BODIPY-GDP exchange fluorescence; Potency, µM (top dose mostly 115 µM), for inactives: at the highest dose activity change, negative = inhibition, hits mostly inhibitors; 360,000 compounds, 0.14% hits; AID 720709;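 further: potency means the concentration at half of the fitted maximal effect; plate controls were vehicle for no effect and positive control for full effect; nearly all actives have a fitted effect of over 50% in size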
The depositor's hits bear a star; ? = inconclusive; . = no result given; [ ] = dose if it differs, or a comment. Unless noted, the call rests on the fitted dose curve; in most records, active means well fitted curve in the direction sought with a large enough effect; inconclusive means small, poorly fitted or top-dose-only effect, or another doubt; inactive means no such curve, though single readings can be large; an effect the other way counts as inactive or inconclusive.

1. Cc1cc(Oc2ccc(=O)[nH]n2)nc(Cl)n1
2. CCOC(=O)C1C(=O)C(=O)N(C(C)C)C1C(=O)OCC (stereo not drawn)
3. CC(NC(=O)c1ccc(Br)o1)C1CC2CCC1C2 (stereo not drawn)
4. CC(C)OC(=O)c1c(F)c(F)c(N2CCOCC2)c(F)c1F
5. CCC[C@@H](CN1CCC[C@H]1CN1C(N)=NC[C@H]1CC(C)C)N1C[C@@H]([C@H](C)CC)N(CCCC2CCCC2)C1=N
6. O=C(Cn1c(=O)c2cccn2c2cccnc21)N1CCN(c2ccccc2F)CC1

| entry no. | 1 | 2 | 3 | 4 | 5 | 6 |
| --- | --- | --- | --- | --- | --- | --- |
| FUS suppressor | 11% | 9% | 1% | 17% | 12% | 43% |
| IL2 activator | 0.8 | 0.4 | -2.8 | -2.1 | 0.1 | -1.2 |
| PI5P4K alpha inh | -3 | 9 | 1 | . | -22 | -16 |
| PLK1 PBD block | 2% | 1% | -19% | -1% | -14% | -17% |
| Abeta yeast res | 12% | 7% | -7% | -28% | -10% | 21% |
| aSyn rescue | 2% | -1% | -9% | -6% | -11% | 4% |
| EPAC1 agonist | 6% | 7% | 1% | 0% | -4% | -4% |
| EPAC1 antag | 12% | 8% | -12% | 1% | -2% | -5% |
| WRN inhibitor | 8% | 6% | 1% | -16% | -7% | -3% |

7. CCCCc1nnc(NC(=O)CS(=O)(=O)Cc2ccccc2)s1
8. O=C(c1ccc(C(F)(F)F)cc1)N1CCCCC1
9. CCCNC(=O)CN(C1CCCCC1)S(C)(=O)=O
10. CN(C)c1ccc(C(CNC(=O)c2ccccc2Br)c2c[nH]c3ccccc23)cc1 (stereo not drawn)
11. CCn1c(SC)nc2c(c1=O)SC(C)C2 (stereo not drawn)
12. O=[N+]([O-])c1ccc(Sc2ncccn2)c([N+](=O)[O-])c1

| entry no. | 7 | 8 | 9 | 10 | 11 | 12 |
| --- | --- | --- | --- | --- | --- | --- |
| FUS suppressor | 9% | 11% | 17% | . | 6% | -6% |
| IL2 activator | -1.2 | 1.1 | -0.7 | -6.3 | 0.7 | 3.2 |
| PI5P4K alpha inh | . | -3 | 4 | 5 | . | -6 |
| PLK1 PBD block | -3% | -2% | -5% | 4% | 1% | -11% |
| Abeta yeast res | 7% | -4% | -11% | 0% | 1% | -57%[inhibitor] |
| aSyn rescue | -1% | -9% | -4% | -1% | -13% | -2% |
| EPAC1 agonist | -1% | 0% | -7% | 6% | -3% | 1% |
| EPAC1 antag | 8% | -11% | 18% | 8% | 12% | 1% |
| WRN inhibitor | 6% | 3% | 9% | -3% | -18% | 1% |

Reformatted with bars between the fields: entries from further up.
entry | structure | FUS suppressor | IL2 activator | PI5P4K alpha inh | PLK1 PBD block | Abeta yeast res | aSyn rescue | EPAC1 agonist | EPAC1 antag | WRN inhibitor
3 | CC(NC(=O)c1ccc(Br)o1)C1CC2CCC1C2 (stereo not drawn) | 1% | -2.8 | 1 | -19% | -7% | -9% | 1% | -12% | 1%
4 | CC(C)OC(=O)c1c(F)c(F)c(N2CCOCC2)c(F)c1F | 17% | -2.1 | . | -1% | -28% | -6% | 0% | 1% | -16%
5 | CCC[C@@H](CN1CCC[C@H]1CN1C(N)=NC[C@H]1CC(C)C)N1C[C@@H]([C@H](C)CC)N(CCCC2CCCC2)C1=N | 12% | 0.1 | -22 | -14% | -10% | -11% | -4% | -2% | -7%
6 | O=C(Cn1c(=O)c2cccn2c2cccnc21)N1CCN(c2ccccc2F)CC1 | 43% | -1.2 | -16 | -17% | 21% | 4% | -4% | -5% | -3%
7 | CCCCc1nnc(NC(=O)CS(=O)(=O)Cc2ccccc2)s1 | 9% | -1.2 | . | -3% | 7% | -1% | -1% | 8% | 6%
8 | O=C(c1ccc(C(F)(F)F)cc1)N1CCCCC1 | 11% | 1.1 | -3 | -2% | -4% | -9% | 0% | -11% | 3%
9 | CCCNC(=O)CN(C1CCCCC1)S(C)(=O)=O | 17% | -0.7 | 4 | -5% | -11% | -4% | -7% | 18% | 9%
10 | CN(C)c1ccc(C(CNC(=O)c2ccccc2Br)c2c[nH]c3ccccc23)cc1 (stereo not drawn) | . | -6.3 | 5 | 4% | 0% | -1% | 6% | 8% | -3%
11 | CCn1c(SC)nc2c(c1=O)SC(C)C2 (stereo not drawn) | 6% | 0.7 | . | 1% | 1% | -13% | -3% | 12% | -18%
12 | O=[N+]([O-])c1ccc(Sc2ncccn2)c([N+](=O)[O-])c1 | -6% | 3.2 | -6 | -11% | -57%[inhibitor] | -2% | 1% | 1% | 1%

Continuation.
13. CN(C)c1oc(-c2cccs2)nc1C#N
14. COc1ccc(C2=NN(C(C#N)c3ccc(OC)cc3)C(c3ccccc3)C2)cc1 (stereo not drawn)
15. O=C1CCCC/C1=C/Nc1ccc2c(c1)OCO2
16. Cc1cc(C)c(C)c(OCCCCN2CCCCC2)c1
17. COc1ccc(CN2CCN(Cc3ccccc3F)CC2)c(OC)c1
18. COc1cccc(CN(C)C(=O)CSCC(=O)Nc2cc(C)on2)c1OC

| entry no. | 13 | 14 | 15 | 16 | 17 | 18 |
| --- | --- | --- | --- | --- | --- | --- |
| FUS suppressor | -10% | . | 21% | -3% | 10% | 4% |
| IL2 activator | -1.0 | -4.4 | -0.8 | -1.4 | 0.2 | -0.5 |
| PI5P4K alpha inh | 5 | 0 | -6 | 1 | -8 | -6 |
| PLK1 PBD block | -17% | -4% | -14% | -12% | 6% | 0% |
| Abeta yeast res | -10% | -29% | 9% | 5% | -20% | -6% |
| aSyn rescue | -2% | -16% | -6% | 4% | -1% | 0% |
| EPAC1 agonist | -19% | 10% | 7% | 5% | -6% | -4% |
| EPAC1 antag | -11% | -5% | -6% | -7% | 9% | 4% |
| WRN inhibitor | 2% | -13% | -11% | 6% | -23% | 3% |

19. CCN(CC(=O)Nc1cc(Cl)ccc1C)C(=O)C1CC1
20. CC12CC(O)C3c4ccc(O)cc4CCC3C1CC/C2=N\O (stereo not drawn)
21. O=C(Nc1cccc(F)c1)C1CCN(S(=O)(=O)c2cnc[nH]2)CC1
22. NC(=O)Cn1c(=O)n(CCc2ccccc2)c(=O)c2c3c(sc21)CCCC3
23. CCCC(=O)Nc1c2c(nc3ccccc13)N(c1ccccc1)CC2
24. CC1(C(=O)NS(=O)(=O)c2ccccc2Cl)CCN1C(=O)Cc1ccc(Cl)cc1Cl (stereo not drawn)

| entry no. | 19 | 20 | 21 | 22 | 23 | 24 |
| --- | --- | --- | --- | --- | --- | --- |
| FUS suppressor | . | 26% | 6% | 18% | 19% | -4% |
| IL2 activator | -0.4 | -1.6 | -1.1 | -0.9 | -0.1 | -0.1 |
| PI5P4K alpha inh | -7 | 6 | -3 | . | -1 | 3 |
| PLK1 PBD block | -5% | 1% | -14% | -4% | 9% | -3% |
| Abeta yeast res | 13% | 7% | -4% | -3% | 3% | 1% |
| aSyn rescue | -7% | -2% | -1% | -4% | -5% | -1% |
| EPAC1 agonist | 8% | 4% | 10% | 9% | -3% | 8% |
| EPAC1 antag | -4% | -25% | 5% | -18% | 2% | -2% |
| WRN inhibitor | -11% | -7%[57.1 µM] | 0% | 4% | 0% | -1% |

25. CC(C)CC(=O)Nc1nnc(CSCc2ccc(F)cc2)s1
26. CCCCN(C)C(=O)c1sc2ncn(CC)c(=O)c2c1C
27. Cc1ccc(C23CC4CC(CC(NC(=O)NCCN(C)C)(C4)C2)C3)cc1
28. CC(C)(C)OC(=O)NCC(=O)NNC(=O)C(C(=O)OCc1ccccc1)c1ccccc1 (stereo not drawn)

| entry no. | 25 | 26 | 27 | 28 |
| --- | --- | --- | --- | --- |
| FUS suppressor | 19% | -7% | 14% | 17% |
| IL2 activator | -0.1 | 0.2 | 7.6 | 0.7 |
| PI5P4K alpha inh | 4 | 1 | 1 | . |
| PLK1 PBD block | 1% | -4% | -6% | . |
| Abeta yeast res | -8% | 2% | -3% | -7% |
| aSyn rescue | 0% | ? | 0% | . |
| EPAC1 agonist | -9% | 11% | 1% | -2% |
| EPAC1 antag | -14% | 10% | 1% | 2% |
| WRN inhibitor | 2% | -11% | 5% | . |

Source: PubChem BioAssay (National Center for Advancing Translational Sciences (NCATS))
